# SENP6 inh: SENP6 protease inhibitors, primary screen, biochemical, luminescence, uHTS; Sentrin-specific protease 6 (Homo sapiens), Q9GZR1; hit rate 1.8% among 330,000; AID 2599, 2010; inhibition, % at 10 µM; Recombinant SENP6 catalytic domain, aminoluciferin luminescence;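 active = inhibition above about 50% at the single tested dose, limit read from the data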;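 also: plate controls were DMSO wells with enzyme for no effect and DMSO wells lacking enzyme for full effect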
# Target sequence (Q9GZR1 628-1112 limits assumed): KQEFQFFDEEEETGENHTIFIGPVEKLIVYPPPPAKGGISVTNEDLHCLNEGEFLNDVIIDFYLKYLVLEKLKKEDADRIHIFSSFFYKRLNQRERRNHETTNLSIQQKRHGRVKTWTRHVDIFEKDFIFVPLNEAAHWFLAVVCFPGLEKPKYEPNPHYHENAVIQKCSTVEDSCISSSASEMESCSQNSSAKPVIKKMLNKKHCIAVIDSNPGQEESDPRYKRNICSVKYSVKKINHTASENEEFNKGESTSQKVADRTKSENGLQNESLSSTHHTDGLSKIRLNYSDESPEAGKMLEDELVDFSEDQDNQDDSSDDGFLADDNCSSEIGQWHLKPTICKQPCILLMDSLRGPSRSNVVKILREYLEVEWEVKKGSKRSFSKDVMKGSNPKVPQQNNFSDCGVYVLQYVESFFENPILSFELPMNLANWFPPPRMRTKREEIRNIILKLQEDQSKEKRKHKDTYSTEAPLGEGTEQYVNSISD
# SENP1 FRET inh: human SENP1 catalytic domain inhibitors, primary screen, biochemical, FRET, uHTS | recombinant SENP1 catalytic domain, CyPet-SUMO1-YPet FRET cleavage | inhibition, % at 10 µM | hit rate 0.21% among 360,000 | Sentrin-specific protease 1 (Homo sapiens), Q9P0U3;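 active = inhibition at least 30% at 10 µM, raw YFP signal under a set limit, fluorescence ratio 0.5 to 1.5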;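 also: 0% = enzyme with DMSO and 100% = no enzyme wells; some results filed as inactive read as strong as hits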
# Target sequence (Q9P0U3 419-644 limits assumed): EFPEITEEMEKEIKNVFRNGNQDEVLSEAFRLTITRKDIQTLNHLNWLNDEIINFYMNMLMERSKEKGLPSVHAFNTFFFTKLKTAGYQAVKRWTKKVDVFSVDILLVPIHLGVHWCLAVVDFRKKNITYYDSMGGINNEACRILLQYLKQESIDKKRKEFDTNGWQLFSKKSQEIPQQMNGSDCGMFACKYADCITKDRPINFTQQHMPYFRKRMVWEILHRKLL
#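 material = recombinant human SENP1 catalytic domain, His6-tagged | quantity = 20 pM enzyme | reagent = 25 nM SUMO1 FRET substrate | compound dosing = 10 µM single point, 0.5% DMSO | timing = 50 min enzyme reaction, room temperature, light-protected | detection = FRET, CFP and YFP emission | control set = no-enzyme low, enzyme-DMSO high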
# SENP8 block-1: human SENP8 protease inhibitors, primary screen, biochemical, fluorescence, Nedd8 protein substrate, uHTS; Sentrin-specific protease 8 (Homo sapiens), Q96LD8; recombinant SENP8; inhibition, % at 20 µM; hit rate 0.64% among 360,000; AID 602440, 2012; in the data active = inhibition mostly above about 40%, no sharp cut-off; inactive = mostly below about 27%
# SENP8 block-2: SENP8 protease inhibitors, primary screen, biochemical, luminescence; Sentrin-specific protease 8 (Homo sapiens), Q96LD8; purified SENP8, Z-RLRGG-aminoluciferin cleavage; inhibition, % at 10 µM; hit rate 1.2% among 330,000; AID 2540, 2010; in the data active = inhibition above about 50%
# SENP7 block: SENP7 protease inhibitors, primary screen, biochemical, luminescence, uHTS; Sentrin-specific protease 7 (Homo sapiens), Q9BQF6; recombinant SENP7, Z-RLRGG-aminoluciferin luminescence, 40 min; inhibition, % at 5 µM; hit rate 1.5% among 330,000; AID 434973, 2010;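 active = inhibition above about 50% at the single test dose, limit read from the data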;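 also: plate controls were DMSO with enzyme for no effect and no enzyme buffer wells for full effect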
# A3G deaminase: APOBEC3G DNA deaminase inhibitors, primary screen, biochemical, fluorescence, single-stranded DNA substrate, uHTS; DNA dC->dU-editing enzyme APOBEC-3G (Homo sapiens), Q9HC16; recombinant A3G, ssDNA deamination FAM/TAMRA fluorescence; inhibition, % at 20 µM; hit rate 0.28% among 330,000; AID 493012, 2011;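 active = inhibition of at least 40% at 20 µM, with no more than 30% in the related APOBEC3A deaminase screen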;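 also: plate controls were DMSO wells with A3G for no effect and wells lacking A3G enzyme for full effect; some compounds called inactive have numbers as strong as hits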
# Target sequence (Q9HC16 whole entry, looked up): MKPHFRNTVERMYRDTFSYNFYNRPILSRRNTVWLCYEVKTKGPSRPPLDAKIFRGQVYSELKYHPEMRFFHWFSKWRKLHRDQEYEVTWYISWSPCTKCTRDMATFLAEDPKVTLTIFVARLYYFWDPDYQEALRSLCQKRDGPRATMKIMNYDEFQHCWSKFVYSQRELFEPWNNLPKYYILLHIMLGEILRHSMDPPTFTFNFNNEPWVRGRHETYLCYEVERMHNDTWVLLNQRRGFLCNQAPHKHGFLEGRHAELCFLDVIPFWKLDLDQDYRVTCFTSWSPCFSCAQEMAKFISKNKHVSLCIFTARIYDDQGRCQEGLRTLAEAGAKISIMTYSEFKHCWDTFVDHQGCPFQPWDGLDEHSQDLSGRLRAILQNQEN
# Apaf-1 inh: inhibitors of human Apaf-1 apoptosome, primary screen, biochemical, DEVD-Rh110 fluorescence, uHTS | inhibition, % at 20 µM | reconstituted apoptosome caspase-3 activity | hit rate 0.71% among 330,000; active = inhibition of at least 40% at 20 µM;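 also: plate controls were DMSO wells for no effect and DEVD-CHO caspase inhibitor wells for full effect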
#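 System: Apoptosome proteins | Medium: Hepes pH 7.5 with detergent and BSA | Also added: Cytochrome c trigger plus (Z-DEVD)2-Rh110 caspase-3 substrate | Incubation: 30 min compound preincubation, 50 min activation, room temperature | Detection: Rhodamine 110 fluorescence at Ex 480/Em 540 nm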
# UBC13 inh: UBC13 polyubiquitin chain formation inhibitors, primary screen, biochemical, TR-FRET, uHTS; inhibition, % at 20 µM; hit rate 0.47% among 330,000; AID 485273, 2010; in the data active = inhibition above about 45%, passing the limit was not always enough; inconclusive = no clear call, values can overlap the other calls
# The depositor's hits bear a star; ? = inconclusive; / = no result given.
SMILES,SENP6 inh,SENP1 FRET inh,SENP8 block-1,SENP8 block-2,SENP7 block,A3G deaminase,Apaf-1 inh,UBC13 inh
COC(=O)CN1C(=O)C(O)(CC(=O)c2ccc(C)cc2)c2cc(Br)ccc21 (configuration not stated),-8,5,0,-2,3,-3,7,-7
Cc1c(OCC(=O)NCCCN2CCOCC2)ccc2c3c(c(=O)oc12)CCCC3,-18,0,-114,-4,-13,-3,2,6
Cc1ccccc1NC(=O)Cc1nnc(NC(=O)Nc2ccccc2F)s1,-10,0,-4,-5,-9,-5,2,-8
CCOc1cc(/C=N\NC(=O)OC)ccc1OC(=O)c1ccco1,-7,3,3,-5,-6,-10,0,7
Cc1noc(C)c1C(=O)N1CCCC(C(=O)c2ccc(Cl)cc2)C1 (configuration not stated),-17,0,9,-7,-6,-7,10,-1
COc1cc2c(cc1OC)CN(C(=O)/C=C/c1cc(OC)c(OC)c(OC)c1)CC2,-5,-1,-59,-11,-3,1,0,-6
O=C(NCc1ccc2c(c1)OCO2)C1CCCN1S(=O)(=O)c1ccc(Cl)cc1 (configuration not stated),-14,0,21,-4,-4,-4,1,-6
COC(=O)N/N=C(\C)c1ccco1,8,2,9,-1,4,-3,8,0
COc1cccc(/C=N/NC(=O)CNC(=O)c2cccnc2)c1O,-21,-3,-11,-4,-7,-5,-7,1
O=C(Cc1ccccc1)Nc1ccc(NC(=O)c2cccs2)c(Cl)c1,-10,3,7,-1,7,10,18,-10
CCc1ccc(N2C(=O)CC(NNc3nc4ccccc4s3)C2=O)cc1 (configuration not stated),2,-3,27,-4,13,-10,30,-3
Cc1ccc(NC(=O)CN(C)C(=O)Cc2c[nH]c3ccccc23)cc1,11,-6,-1,8,2,-7,0,0
CCc1c(C)sc(NC(=O)c2cccs2)c1C(=O)OC(C)C,0,-4,-274,-3,-6,-3,8,10
Cc1cc(NC(=O)CCSc2ccccc2)ccc1Br,-4,1,-10,-16,-5,-3,-65,-2
O=[N+]([O-])c1ccc(N2CCC(=NOCc3ccc(Cl)cc3)CC2)cc1,-6,-16,15,-1,6,-13,9,0

# Quoted at random: 2 compounds from above.
SMILES,SENP6 inh,SENP1 FRET inh,SENP8 block-1,SENP8 block-2,SENP7 block,A3G deaminase,Apaf-1 inh,UBC13 inh
CCc1ccc(N2C(=O)CC(NNc3nc4ccccc4s3)C2=O)cc1 (configuration not stated),2,-3,27,-4,13,-10,30,-3
COC(=O)CN1C(=O)C(O)(CC(=O)c2ccc(C)cc2)c2cc(Br)ccc21 (configuration not stated),-8,5,0,-2,3,-3,7,-7

# (next part)
SMILES,SENP6 inh,SENP1 FRET inh,SENP8 block-1,SENP8 block-2,SENP7 block,A3G deaminase,Apaf-1 inh,UBC13 inh
CCOc1ccc(N2C(=O)CC(N3CCC(NC(=O)Nc4ccccc4)CC3)C2=O)cc1 (configuration not stated),-29,1,22,-2,-7,-3,3,1
O=C1CCCC2=C1C(c1ccccc1)CC(=O)N2c1ccccc1 (configuration not stated),-4,0,14,-3,-12,-2,8,-2
O=C(CC1C(=O)NCCN1Cc1cccc(C(F)(F)F)c1)NCCCOc1cccnc1 (configuration not stated),5,-5,-5,-2,-11,-4,5,-13
Cc1ccc(CC(NC(=O)c2ccc(C)cc2)C(=O)O)cc1 (configuration not stated),/,1,25,/,12,6,10,/
COc1ccc(CCNC(=O)C(C(=O)c2ccccc2)n2cc(Cl)ccc2=O)cc1OC (configuration not stated),1,0,4,-10,-2,-3,1,2
COc1ccccc1NC(=O)Cn1cnc2c(cnn2-c2ccc(C)c(C)c2)c1=O,-1,-1,1,-2,3,-6,-5,5
CC1CC(C)CN(C(=S)NC2CCCCC2)C1 (configuration not stated),6,2,16,5,4,-3,0,-8
Cc1oc2ccc(OCc3cccc(Cl)c3)cc2c1C(=O)O,75*,-1,20,71*,9,-2,2,-8
CCOc1ccc(CN(C)C(=O)c2cccc(S(=O)(=O)N3CCCC3)c2)cc1OC,-11,1,-11,-1,10,-1,-2,3
COc1ccc(/C=N/NC(=O)CC(=O)NCc2cccnc2)cc1[N+](=O)[O-],-2,1,10,-4,-2,3,9,-2
COc1ccccc1NC(=O)Nc1ccc(Cc2ccncc2)cc1,-27,4,24,-15,-1,-6,-4,31
C#Cc1ccc([C@@H]2C=C(C(=O)OCC=C)O[C@H](OCCCCO)C2)cc1,-30,-1,-3,-10,-1,-8,18,-18
Cc1cc2c(cc1C)CSC(c1ccccc1OC(=O)C(C)C)SC2,-6,1,18,-8,-2,-8,25,-11
O=C(CSc1nnc(CNC(=O)c2c(F)cccc2F)o1)NCc1ccc(F)cc1,10,3,-10,3,5,20,18,0
Cc1cccc(C)c1NC(=O)CN1CCN(CCCC(c2ccc(F)cc2)c2ccc(F)cc2)CC1,-8,3,6,-6,-6,0,51*,35
Cc1nn(Cc2ccccc2Cl)c(C)c1NC(=O)c1cc(-c2ccc(F)cc2)on1,-17,2,24,5,2,0,0,4
CC(=O)N1CCc2cc(S(=O)(=O)NCCC3=CCCCC3)ccc21,-10,1,25,-12,-15,-3,6,-4
CCOC(=O)c1cnc2c(Cl)c(Cl)ccc2c1N1CCN(C)CC1,-12,-19,-4,-3,-3,-3,19,-12
CCCC(=O)Nc1nnc(CCOC)s1,-15,2,22,9,8,-9,-9,6
Cc1nc2ccc(NS(=O)(=O)c3ccc(F)cc3F)cc2s1,-13,58*,-11,4,4,-2,-4,-8
CCOC(=O)C(Cc1ccccc1)C(=O)NCc1ccccc1 (configuration not stated),5,1,11,-4,-12,-3,-3,7
Cc1cc(-c2cc(-c3ccc(Cl)cc3)on2)nc(NC2CCCC2)n1,-13,0,-445,-3,-2,-2,11,11
CC1(C)Cc2c(sc3c2c(N)nc(=S)n3Cc2ccccc2)CO1,0,/,/,-3,5,-8,5,6
COc1ccc(-n2c3c(c(=O)[nH]c2=O)C(NC(C)=O)(C(F)(F)F)C(=O)N3)cc1 (configuration not stated),4,-1,11,-6,-10,-6,7,-10
CC(C)=C1C2CCC1C(C(=O)NCCc1ccccc1)C2C(=O)O (configuration not stated),-11,4,9,-10,-1,-9,19,-4
CCN(CC)CCNC(=O)C1CCCCN1S(=O)(=O)c1cccc([N+](=O)[O-])c1 (configuration not stated),-6,0,9,4,9,-15,-17,-3
Oc1ccc(C(=S)N2CCCCC2)cc1Cl,-9,5,12,-10,-13,-6,9,-7
O=C(O)C1Cc2ccccc2CN1C(=O)COc1ccc(Br)cc1 (configuration not stated),3,1,17,5,0,3,-6,1
COc1ccc2nc(NC(=O)CSc3nc(SC)ns3)sc2c1,0,-2,12,-11,7,-6,9,1
COc1cc(/C=C/C(=O)OCC(=O)Nc2c(C)n(C)n(-c3ccccc3)c2=O)cc(OC)c1OC,-12,1,-332,-13,-5,-8,14,10

# Printed as active in SENP1 FRET inh (from the list above):
compound	SENP6 inh	SENP1 FRET inh	SENP7 block	A3G deaminase	UBC13 inh
Cc1nc2ccc(NS(=O)(=O)c3ccc(F)cc3F)cc2s1	-13	58*	4	-2	-8

# Carrying on.
SMILES,SENP6 inh,SENP1 FRET inh,SENP8 block-1,SENP8 block-2,SENP7 block,A3G deaminase,Apaf-1 inh,UBC13 inh
CCS(=O)(=O)N1N=C(c2cccs2)CC1c1cc2cc(C)ccc2nc1Cl (configuration not stated),11,-22,-11,0,5,0,-3,-7
O=C(COc1ccc2c(-c3ccccc3)cc(=O)oc2c1)NC1CCS(=O)(=O)C1 (configuration not stated),-13,-1,-41,1,-4,2,6,3
CCn1cc(C(=O)O)c(=O)c2cnc(N3CCN(C(=S)Nc4ccccc4Cl)CC3)nc21,-2,0,-54,-4,-6,-6,5,-7
COC(=O)C1=C[C@@H](C(=O)OC)[C@@H]2C3=C(C(=O)[C@@]2(C)NC(=O)c2ccccc2)[C@H](C)C(C(=O)OC)=C(C(=O)OC)[C@@H]3C1,-6,7,8,-3,-1,-15,-8,-3
Cc1cc(=O)oc2cc(OCC(=O)Nc3nccs3)ccc12,42,1,-83,26,29,-9,-6,-5
CN1CC2(C(=O)c3ccccc3)CN(C)CC(C(=O)c3ccccc3)(C1)C2,20,0,15,7,4,-5,-7,3
COc1ccc(CC(=O)NNc2ncnc3c2cnn3-c2ccc(C)cc2)cc1,-8,0,0,-11,4,-3,7,-9
CC(=O)c1c(C)[nH]c(C(=O)COC(=O)CN2C(=O)C3CCCCC3C2=O)c1C (configuration not stated),-22,2,21,-18,-1,-8,12,-3
COc1ccc(OC)c(S(=O)(=O)CC(=O)c2cc3ccc(OC)cc3oc2=O)c1,7,-46,-140,-3,1,-4,12,-25
CCC(=O)N(CC(=O)Nc1sc(C)c(C)c1C(N)=O)C1CCCCC1,1,2,10,-2,-12,-3,2,-1
O=C(NCc1ccc2c(c1)OCO2)Nc1cccc2ccccc12,0,2,-39,2,0,-7,-26,4
CCc1cc(C(=O)N2CCN(C(=O)c3ccco3)CC2)sc1C,-14,1,12,1,5,23,4,0
O=S(=O)(CCc1nc2ccccc2[nH]1)c1ccc(Cl)cc1,-3,0,30,-12,-1,-6,-1,?
Cc1ccc(/C=C2\C(=O)ON=C2c2ccccc2)o1,-16,-2,-18,-5,0,-3,6,1
O=C(NCCCN1CCCC1=O)C(=O)NCC1OCCN1S(=O)(=O)c1ccc(Cl)cc1 (configuration not stated),-18,-1,8,-5,13,-5,-9,-5
O=Cc1ccc(C(=O)OCC(=O)NC(=O)Nc2ccccc2F)cc1,3,2,-45,-1,4,-7,-4,-14
COC(=O)C1=C(C(=O)OC)[C@@H]2N(C)c3ccc(OC)cc3[C@@]23C[C@@H](C(=O)OC)N(C(=O)C2CCC2)C3=N1,5,/,/,4,13,1,12,-11
CCOc1ccc(C(=O)NCC(=O)N2CCCC2)cc1,16,2,3,5,7,-6,4,6
Cc1ccc(OCCCCN2CCCCC2)c(Br)c1,-2,3,20,-1,2,5,-6,15
CCN(C(=O)c1cc2c(=O)[nH]c3ccc(C)cc3c2s1)c1ccccc1F,-16,2,-184,8,0,-4,-14,15
CCN(CCCc1ccccc1)CCCc1ccccc1,7,2,8,7,0,-9,-6,23
Cc1cccc2c1Sc1ccc(Cl)cc1CC2N1CCNCC1 (configuration not stated),-40,/,/,-36,12,3,24,16
C=CCc1ccc(OC(=O)NC2CCCCC2)c(OC)c1,-6,2,16,-1,6,-7,1,9
C/C(=N\NC(=O)CCC(=O)N/N=C(\C)c1ccc(C)o1)c1ccc(C)o1,-8,-4,6,-6,-10,-4,-5,-3
CC1(C)CC(=O)C2=C(C1)N(c1cccnc1)C(N)=C(C#N)C2c1cccs1 (configuration not stated),13,1,-51,-6,-2,-7,2,-21
CCOc1cccc(C2C(C(=O)c3ccco3)=C(O)C(=O)N2Cc2ccncc2)c1 (configuration not stated),-13,-2,1,-9,-5,-3,3,-12
c1ccc(-c2nnc(CSc3nc4ccccc4[nH]3)o2)cc1,2,3,30,-12,-7,-1,0,-9
Cc1c2c(nc3c(C(=O)NC4CCCCC4C)cnn13)CCCC2 (configuration not stated),-9,/,/,-1,-10,-3,20,2
O=C(O)CNC(=O)c1ccc(NC(=O)/C(=C/c2ccccc2)NC(=O)c2ccccc2Br)cc1,5,-1,16,-13,-7,-8,1,-9

# Assay outcomes from PubChem.
